Source: PubChem (National Center for Advancing Translational Sciences (NCATS))
DT40 TDP1 CPT – qHTS for Inhibitors of human tyrosyl-DNA phosphodiesterase 1 (TDP1): qHTS in cells in presence of CPT | Potency, µM (top dose mostly 46.2 µM), for the others: at the highest dose activity change, negative = growth inhibition, actives largely listed as inhibitors | actives 12% (n = 420,000) | chicken DT40 Tdp1-/-;hTDP1 cells + 20 nM CPT, ATP luminescence, 48 h; also: nearly all actives have a fitted effect of over 55% in size
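Cell growth measured by CellTiter-Glo luminescence after a minimum 48 h, 37 C compound exposure with 20 nM CPT in Tdp1-knockout DT40 cells stably expressing hTDP1, seeded 400/well; qHTS titration format.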
KAT2A inh – qHTS Assay for Inhibitors of GCN5L2 | GCN5L2 HAT assay, ThioGlo1 CoA-SH fluorescence | Potency, µM (titrated, usually from 58.9 µM), for the others: at the top dose activity change, negative = inhibition, hits mostly inhibitors | actives 0.21% (n = 390,000) | AID 504327, 2011
Target sequence (Q92830 whole entry, looked up): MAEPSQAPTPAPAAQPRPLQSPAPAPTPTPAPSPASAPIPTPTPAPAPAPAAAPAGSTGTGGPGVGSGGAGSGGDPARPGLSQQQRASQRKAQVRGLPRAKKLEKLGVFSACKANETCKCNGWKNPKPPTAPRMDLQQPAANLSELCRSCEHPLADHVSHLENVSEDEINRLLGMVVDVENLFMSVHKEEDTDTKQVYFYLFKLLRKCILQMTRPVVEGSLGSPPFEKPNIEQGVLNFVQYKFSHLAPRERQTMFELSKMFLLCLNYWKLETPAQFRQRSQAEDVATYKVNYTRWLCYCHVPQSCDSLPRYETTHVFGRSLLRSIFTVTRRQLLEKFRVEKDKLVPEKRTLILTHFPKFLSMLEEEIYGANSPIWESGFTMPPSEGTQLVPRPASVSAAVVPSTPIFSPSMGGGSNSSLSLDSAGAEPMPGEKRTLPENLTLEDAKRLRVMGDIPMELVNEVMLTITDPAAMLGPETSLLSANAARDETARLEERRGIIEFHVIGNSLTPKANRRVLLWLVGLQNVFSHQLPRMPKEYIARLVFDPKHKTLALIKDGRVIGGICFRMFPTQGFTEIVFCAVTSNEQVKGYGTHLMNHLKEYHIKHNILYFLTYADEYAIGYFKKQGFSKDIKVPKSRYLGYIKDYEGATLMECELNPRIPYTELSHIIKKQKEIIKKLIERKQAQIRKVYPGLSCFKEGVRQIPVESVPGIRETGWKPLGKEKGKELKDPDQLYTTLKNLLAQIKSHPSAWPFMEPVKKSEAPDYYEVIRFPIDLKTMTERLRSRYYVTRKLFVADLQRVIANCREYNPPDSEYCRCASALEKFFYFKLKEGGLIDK
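GCN5L2 (20 nM) in 50mM HEPES pH 7.5, 0.1mM EDTA, 0.01% Tween-20 preincubated 15 min with compounds at room temperature. Reaction started with H3(1-25) 75uM, acetyl-CoA 70uM, ThioGlo1 50uM; CoA-thiol fluorescence (Ex340/Em540) read at 0 and 20 min.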
DT40 TDP1 no CPT – qHTS for Inhibitors of human tyrosyl-DNA phosphodiesterase 1 (TDP1): qHTS in cells in absence of CPT | AID 686978, 2013 | Potency, µM (titrated, usually from 46.2 µM), without a hit: at the top dose activity change, negative = growth inhibition, usual class: inhibitors | actives 15% (n = 420,000) | DT40 Tdp1-/- hTDP1 cells, no CPT, ATP luminescence, 48 h; also: nearly all actives have a fitted effect of over 55% in size
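Chicken DT40 Tdp1-/- cells stably complemented with human TDP1 were seeded at 400 cells/well with DMSO in place of 20 nM camptothecin. After compound pinning, cells grew at least 48 hr at 37 °C; viability read by CellTiter-Glo luminescence.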
* hit, by the source's call; u = inconclusive; x = no result given; & = joins results of further samples; [ ] = another dose, or the depositor's remark. Calls follow the shape of the dose curve; as a rule, active = well fitted curve in the direction sought with a large enough effect; inconclusive = small, poorly fitted or top-dose-only effect, or another doubt; inactive = no such curve, though single readings can be large; an effect the other way counts as inactive or inconclusive. % is scaled to controls: 0 for no effect and ±100 for the full control effect; potency is read from the fitted curve at half-maximal effect. These rows are one share of the data, so the mix of outcomes need not match the whole.

Sequence of screens: DT40 TDP1 CPT | KAT2A inh | DT40 TDP1 no CPT
O=C(Nc1ccccc1)N1CCC(C(=O)N2CCN(S(=O)(=O)c3cccc(F)c3)CC2)CC1
    -25% | 1% | -1%
CCc1ccc(C(=O)NNC(=O)CCN2CCN(Cc3ccccc3)CC2)cc1
    19% | 1% | -20%
O=C1CCCC2=C1C(c1ccncc1)Nc1ccccc1N2 (stereo unspecified)
    -5% | -7% | -19%
Cc1cccc(C)c1NC(=O)CN(C)C(=O)CSCc1c(C)noc1C
    -9% | -1% | -2%
C[C@H](CO)N1C[C@H](C)[C@@H](CN(C)S(=O)(=O)c2ccccc2)OCc2cnnn2CCCC1=O
    3% | x | 1%
Cc1ccc(Cn2nnc3c(=O)n(Cc4cccc(C)c4)cnc32)cc1
    -9% | -28% | u
Cc1ccc(C)c(NC(NC(=O)c2cccnc2)C(Cl)(Cl)Cl)c1 (stereo unspecified)
    23µM* | -6% | 26µM*
CCOC(=O)c1cnc(-n2nc(C)cc2C)nc1Nc1cccc(C(=O)O)c1
    -10% | -3% | -22%
Cc1ccc(NC(=O)CSCc2cnn(-c3ccccc3)c2-n2cccc2)c(Cl)c1
    u | -5% | u
COc1ccc(-c2cc(C(=O)N3CCN(Cc4ccc5c(c4)OCO5)CC3)on2)cc1OC
    u | 3% | u
COc1ccc(S(=O)(=O)N2CCOCC2)cc1NC(=O)CCOc1ccc(C(C)(C)C)cc1
    u | -4% | u
Cn1c(O)c(N=NC(=O)CNC(=O)c2ccccc2)c2ccccc21
    8% | 2% | 8%
CCCCC(=O)Nc1c(-c2cccc(OC)c2)c(=O)c2ccccc2n1C
    -3% | 0% | 2%
O=[N+]([O-])c1ccc(O)c(-c2cc(C(F)(F)F)nc(-c3ccccc3)n2)c1
    0.58µM* | -1% | 0.65µM*
O=C(c1ccccc1)N1CCC(c2nc3c(nnn3Cc3ccccc3Cl)c(=O)[nH]2)CC1
    3% | -11% | -15%
C[C@@H](C(=O)Nc1ccc2ccccc2c1)[C@@H]1C[C@@]1(C)[C@@H](NC(=O)c1ccccc1)c1ccccc1
    -4% | -5% | -1%
S=C(c1cn(CCOc2cccc3ccccc23)c2ccccc12)N1CCCC1
    10µM* | 0% | 13µM*
Cc1cc2nc(NC(=O)c3ccc(S(=O)(=O)N4CCOCC4)cc3)sc2cc1C
    -6% | -14% | 2%
CCOC(=O)c1ccc(S(=O)(=O)Nc2cc(C(=O)O)ccc2Cl)cc1
    -5% | -1% | -25%
N#C/C(=C/c1cn[nH]c1-c1ccc(Br)cc1)C(=O)O
    0% | 0% | 0%

Next section (3 carried over from the part before).
Sequence of screens: DT40 TDP1 CPT | KAT2A inh | DT40 TDP1 no CPT
Cc1cc2nc(NC(=O)c3ccc(S(=O)(=O)N4CCOCC4)cc3)sc2cc1C
    -6% | -14% | 2%
CCOC(=O)c1ccc(S(=O)(=O)Nc2cc(C(=O)O)ccc2Cl)cc1
    -5% | -1% | -25%
N#C/C(=C/c1cn[nH]c1-c1ccc(Br)cc1)C(=O)O
    0% | 0% | 0%
COc1ccccc1CC(=O)Nc1ccc(NC(=O)c2cccs2)cc1
    -3% | 0% | 10%
O=[N+]([O-])c1ccc2nc(-c3ccccc3)[nH]c2c1
    u | -3% | u
CCN(CC)CCCNCC(=O)Nc1cc(C)on1
    3% | -1% | 5%
CNC(=O)c1ccc(Nc2nnc(-c3ccc(C)c(S(=O)(=O)N4CCOCC4)c3)c3ccccc23)cc1
    21µM* | 0% | 7.3µM*
CS/C(N)=N/C(=S)Nc1cccc(Cl)c1
    -23% | -7% | -2%
O=C(CCc1ccccc1)NCc1ccccn1
    -26% | 3% | -7%
COC(CNC(=O)C1CCN(S(=O)(=O)c2cccc3nsnc23)CC1)OC
    -1% | -16% | -1%
O=C1c2ccccc2C(=O)N1CCCP(=O)(O)CCc1ccccc1
    3% | -7% | 0%
Cc1ccc(/C=C2\SC(=S)N(CC(=O)Nc3cccnc3)C2=O)cc1
    -4% | -4% | -11%
O=C(CCCn1c(=O)c2cccn2c2ccccc21)Nc1cccc(Cl)c1
    u | -2% | 18µM*
CN(CC(=O)Nc1ccccc1C(F)(F)F)C(=O)c1ccc(N2C(=O)CCC2=O)cc1
    20% | -2% | -2%
Cc1c(CN2CCOc3c(O)cc(-c4nc5ccccc5s4)cc3C2)cnn1C
    -4%[9.04 µM] | x | u
COc1ccc(/C=C/c2nc(C#N)c(NCCc3ccccc3)o2)cc1OC
    u | -10% | u
COc1ccc(-c2nc(C#N)c(N3CCCCCC3)o2)cc1
    18µM* | -7% | 18µM*
Cc1cc(C)nc(N2CCC(C(=O)N3CCN(c4cc(Cl)ccc4C)CC3)CC2)n1
    u | -7% | 18µM*
COc1ccccc1NC(=O)NC1(C)CCS(=O)(=O)C1 (stereo unspecified)
    0% | -6% | -9%
CCCn1c(NC(=O)C2CCN(C(=O)c3ccc(F)cc3)CC2)nc2ccccc21
    18µM* | -13% | u
Cc1ccc(N2C(=O)CC3(CCCC3)CC2=O)cc1
    0% | 1% | 4%
C[n+]1cc(C(=O)N2CCCCC2)ccc1/C=C/c1c[nH]c2ccccc12
    0% | -12% | -9%
CN(C(=O)COC(=O)CSc1ccc(C(N)=O)cc1[N+](=O)[O-])C1CCCCC1
    8% | -1% | 0%
c1ccc(Oc2cnc3ccccc3n2)cc1
    2% | -10% | 0%
CCOC(=O)C1=NN(C(=O)COc2ccccc2)C(O)(c2ccc(Br)cc2)C1 (stereo unspecified)
    -25% | -7% | 0%
Cc1c(NC(=O)C(C)(C)Oc2ccc(Cl)cc2)cccc1-c1nc2ccccc2o1
    u | 0% | u
CCOc1ccc(N2C(=O)CC(n3ccc(C)n3)C2=O)cc1 (stereo unspecified)
    1% | -4% | -3%
O=C(CN1C(=O)NC2(CCCCC2)C1=O)NCc1ccc2c(c1)OCO2
    -8% | 1% | 13%
O=C(CSc1n[nH]c(=O)[nH]c1=O)NC1CC1
    -4% | -8% | 1%
COc1cc(C(=O)N2CCN(C/C=C/c3ccccc3)CC2)cc(OC)c1C
    u | -8% | 29µM*
Cc1cccc(OCc2nnc(N)s2)c1
    u | -6% | u
COc1cc(C(=O)NCc2cccc3ccccc23)ccc1OCc1ccccc1
    u | -12% | u
Cc1cc(C)nc(NS(=O)(=O)c2ccc(NS(=O)(=O)c3ccsc3)cc2)n1
    6% | u | 5%
O=C(Nc1ccccc1)C1=C[C@H](c2ccc(Br)cc2)C[C@H](OCc2ccc(CO)cc2)O1
    29µM* | -9% | u
O=C(Cn1cc(C(F)(F)F)cc(Cl)c1=O)Nc1cccc(Cl)c1
    -5% | -2% | -12%
COc1ccc(S(=O)(=O)Nc2ncccc2C)c2ccccc12
    5% | -8% | -13%
COCCn1c(C)cc(C(=O)COC(=O)c2[nH]c(C)c(C(C)=O)c2C)c1C
    u | -2% | u
Cc1nc(Sc2nnnn2C)c2c3c(sc2n1)CCC3
    2.1µM* | 0% | 1.6µM*
CC(C)Sc1nnc([C@H](Cc2ccccc2)NC(=O)OC(C)(C)C)o1
    9% | 0% | -16%
Cc1cc(=O)oc2cc(OC(C)C(=O)Nc3nccs3)ccc12 (stereo unspecified)
    -18% | -3% | -19%
Cc1ccc(NC(=O)C2CCN(S(=O)(=O)c3ccc4c(c3)CCCC(=O)N4)CC2)c(Br)c1
    u | -7%&-6% | u
CCO[C@@H]1OC(C(=O)N2CCOCC2)=C[C@H](C)[C@H]1CCCO
    -22% | 3% | -7%
Nc1nc(N)nc(-c2cc([N+](=O)[O-])ccc2O)n1
    -13% | -9% | -23%
Cc1ccc(Nc2nc(C)cc(C)c2C#N)c(C)c1
    u | x | -6%
COc1ccc(C(=O)NNC(=O)c2ccc3ccccc3c2)cc1
    3% | x | -21%
CC(Sc1ccccc1)C(=O)Nc1cccc(N(C)S(C)(=O)=O)c1 (stereo unspecified)
    -17% | x | -14%
CCOC(=O)c1cc(NC(=O)c2ccccc2)c(=O)oc1-c1ccccc1
    u | -6% | u
CCOc1ccc(NC(=O)N(C2CCCCCC2)C2CCN(C(C)=O)CC2)cc1
    -15% | -24% | -19%
O=C(CC1(O)C(=O)Nc2ccccc21)c1ccccc1O (stereo unspecified)
    3% | -4% | -5%
O=C(NC(C(=O)c1ccccc1)N1CCOCC1)c1ccccc1 (stereo unspecified)
    -4% | 1% | -1%
O=C(c1ccc(NS(=O)(=O)c2ccccc2)cc1)N1CCCCCC1
    u | -3% | u
O=C(Nc1cc(Cl)ccc1O)c1snnc1-c1ccccc1
    13µM* | -6% | 16µM*
CCCCN1C(=O)C(=O)N(CC(=O)Nc2ccc(C(N)=O)cc2)C1=O
    19% | 3% | 1%
COc1ccccc1C(=O)N(Cc1nc(-c2cccc(C)c2)no1)C(C)C
    21µM* | -2% | u
Cc1ccc2c(=O)cc(C(=O)Nc3c(C(=O)c4ccc(F)cc4)oc4ccccc34)oc2c1C
    -17% | -2% | -5%
CC(C)(C)C1CCc2c(sc(NC(=O)c3ccncc3)c2C(=O)Nc2ccccc2Cl)C1 (stereo unspecified)
    -21% | 18% | u
O=C1CC(/C=C/c2ccncc2)=Nc2ccccc2N1
    5.8µM* | -7% | 5.8µM*
O=C(NCCN1CCOCC1)c1ccc(NS(=O)(=O)c2cccc([N+](=O)[O-])c2)cc1
    -2% | -2% | 17%
COc1ccc(OCC(=O)NC(=O)c2ccccc2OC)c([N+](=O)[O-])c1
    -12% | -1% | -19%
CCC(C(=O)O)n1ccc2cc(S(=O)(=O)N3CCCCC3)ccc21 (stereo unspecified)
    -3% | 0% | -9%
CCN(CC)C(=O)C1=C(C)N(CCC2=CCCCC2)C(=O)C(CC(=O)NC(c2ccccc2)c2ccccc2)C1 (stereo unspecified)
    18µM* | x | u
NC(=O)CC(NC(=O)c1ccccc1)c1ccc(NC2CCCCCCC2)c([N+](=O)[O-])c1 (stereo unspecified)
    23µM* | -7% | 23µM*
COc1ccc(-c2ccc(SCc3cccnc3)nn2)cc1OC
    u | 3% | u

Exported field by field: entries from further up.
> CC(C)(C)C1CCc2c(sc(NC(=O)c3ccncc3)c2C(=O)Nc2ccccc2Cl)C1 (stereo unspecified)
  DT40 TDP1 CPT: -21%	KAT2A inh: 18%	DT40 TDP1 no CPT: u
> O=C1CC(/C=C/c2ccncc2)=Nc2ccccc2N1
  DT40 TDP1 CPT: 5.8µM*	KAT2A inh: -7%	DT40 TDP1 no CPT: 5.8µM*

(listing goes on)
Sequence of screens: DT40 TDP1 CPT | KAT2A inh | DT40 TDP1 no CPT
CCN(c1ccccc1)S(=O)(=O)c1ccc(OC)c(NC(=O)Cc2ccccc2OC)c1
    23µM* | -6% | 23µM*
COc1ccc(Cc2nnc(SCC(=O)c3ccc4c(c3)NC(=O)CO4)o2)cc1
    0% | 4% | -1%
COc1ccc(-c2nnn(CC(=O)N(CCCO)C(C(=O)NC3CCCC3)c3ccncc3)n2)cc1 (stereo unspecified)
    12% | 0% | 12%
O=C(CC(NC(=O)OCc1ccccc1)C(=O)O)OCc1ccccc1 (stereo unspecified)
    0% | 2% | -7%
C[C@H](N=C(NC#N)Nc1ccncc1)C(C)(C)C
    -26% | -24% | u
COc1c(C(=O)Nc2ccc(CN3CCOCC3)cc2)cc2ccccc2c1Br
    -68% | -3% | u
O=c1cc(CSCc2ccc(Cl)cc2)[nH]c(=O)[nH]1
    -2% | 1% | 12%
CCOC(=O)[C@@H]1CCNC[C@@H]1c1ccccc1
    -4% | -3% | -12%
Cc1ccc(S(=O)(=O)N2CCC[C@H]2C(=O)OC(C)C(=O)Nc2ncc(Cl)cc2Cl)cc1 (stereo partly specified)
    -21% | 0% | -20%
C#CCOc1ccc(Br)cc1/C=N/O
    -28% | -11% | u
COc1cccc(OC)c1C(=O)Nc1cc(C)nn1-c1nc2ccccc2[nH]1
    16µM* | -2% | 9.2µM*
COc1cccc(N2CC(O)=C(c3nc4ccccc4s3)C2=N)c1
    1.6µM* | -2% | 1.5µM*
Cc1cccc(C2CC(c3ccc(Br)cc3)Nc3nc(N)nn32)c1 (stereo unspecified)
    21µM* | -19% | 23µM*
CCCn1nc(C(=O)N2CC(=O)Nc3ccccc32)c2ccccc2c1=O
    21µM* | 0% | 15µM*
COc1ccccc1NC(=O)CSc1ncn[nH]1
    -5% | 2% | 6%
